# TexasRed fluor – alters Texas Red total fluorescence, flagging assay interference; TRb/SRC2 Texas Red total fluorescence interference; Potency, µM (titrated, usually from 106 µM), for inactives: at the top dose fluorescence change, negative = quenching; AID 1479; actives 0.29% (n = 280,000); active means well fitted curve in either direction with a large enough effect; inconclusive means small, poorly fitted or top-dose-only effect
#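 Flags fluorescent or light-absorbing compounds by total fluorescence, S + 2P, at 555 nm excitation and 632 nm emission. Mixture: 20 nM Texas Red SRC2 peptide, 0.6 uM human TRb LBD, 1 uM T3, 5% DMSO; compound exposure 5 h at ambient temperature.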
# L3MBTL1 block – inhibitors of human L3MBTL1; Q9Y468; AlphaScreen L3MBTL1–H3K9me1 peptide binding; Potency, µM (highest dose often 57.1 µM), for the others: at the top dose activity, negative = inhibition, actives largely listed as inhibitors; actives 0.66% (n = 230,000); AID 485360; further: nearly all actives have a fitted effect of over 60% in size
#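 Displacement of a biotinylated histone H3(1-15) peptide monomethylated at Lys9 (75 nM) from L3MBTL1 (50 nM) was measured by AlphaScreen after a 30 min room-temperature compound incubation; cefsulodin titration served as intraplate control.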
# TRb-SRC2 inh – disrupts binding of human TR beta to SRC2; Potency, µM (titrated, usually from 106 µM), for the others: at the highest dose activity change, negative = inhibition, most hits filed as inhibitors; actives 0.065% (n = 280,000); P10828; TRbeta-SRC2 peptide binding, fluorescence polarization; receptor liganded with 1 µM T3; AID 1469;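 further: plate controls were bound peptide for no effect and peptide without receptor for full effect; nearly all actives have a fitted effect of over 50% in size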
#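 TRb LBD 0.6 uM + Texas Red SRC2 peptide 20 nM, 1 uM T3, Tris buffer w/ 5% DMSO; compound pinned, 5 h RT; FP read ex 555/em 632; normalized to unbound and bound controls.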
# RECQ1 inh – inhibitors of human RECQ1 DNA helicase | P46063 | RECQ1 DNA unwinding, red fluorescence kinetic read | Potency, µM (titrated, usually from 57.3 µM), for the others: top-dose activity, negative = inhibition, actives largely listed as inhibitors | actives 0.54% (n = 240,000) | AID 2549;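 further: plate controls were vehicle for no effect and no enzyme for full effect; nearly all actives have a fitted effect of over 30% in size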
# Target sequence (P46063 whole entry, looked up): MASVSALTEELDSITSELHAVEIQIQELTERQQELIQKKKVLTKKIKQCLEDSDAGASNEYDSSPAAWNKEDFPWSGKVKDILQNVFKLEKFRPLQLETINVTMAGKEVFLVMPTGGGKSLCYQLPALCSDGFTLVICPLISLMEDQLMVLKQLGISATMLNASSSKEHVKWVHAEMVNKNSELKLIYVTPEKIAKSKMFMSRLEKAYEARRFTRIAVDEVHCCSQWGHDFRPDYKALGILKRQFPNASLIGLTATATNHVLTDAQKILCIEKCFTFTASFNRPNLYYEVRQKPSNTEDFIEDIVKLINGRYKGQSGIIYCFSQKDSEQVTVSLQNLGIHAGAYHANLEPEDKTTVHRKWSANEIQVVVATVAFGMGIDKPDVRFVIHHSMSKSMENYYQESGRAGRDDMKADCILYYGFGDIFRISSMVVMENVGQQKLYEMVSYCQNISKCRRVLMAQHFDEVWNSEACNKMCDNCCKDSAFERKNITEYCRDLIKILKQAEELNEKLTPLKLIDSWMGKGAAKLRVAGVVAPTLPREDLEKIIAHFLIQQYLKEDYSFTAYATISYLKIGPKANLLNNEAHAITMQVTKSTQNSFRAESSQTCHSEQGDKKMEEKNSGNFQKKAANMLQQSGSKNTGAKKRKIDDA
#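 RECQ1T1 50 nM; forked duplex (20 bp + 30-nt ss tails) 200 nM, ATP 2 mM final; pH 8.0, 2 mM MgCl2, 2.5 ug/ml poly(dI-dC); 15 min compound preincubation; discontinuous kinetic read over 2 h at RT.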
# JMJD2E inh – JMJD2E (human) inhibition; JMJD2E catalytic domain, FDH-coupled NADH fluorescence (FDH is formaldehyde dehydrogenase); B2RXH2; AID 2147; actives 1.6% (n = 230,000); Potency, µM (top dose mostly 57.1 µM), inactives show top-dose activity change, negative = inhibition, usual class: inhibitors; active means well fitted inhibition curve with a large enough effect, not every such curve was filed as active; inconclusive means small, poorly fitted or top-dose-only effect, or another doubt; inactive means no such curve, though single readings can be large or run the other way;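 further: 0% = wells with enzyme and -100% = buffer wells without enzyme; nearly all actives have a fitted effect of over 50% in size; many of its hits are not listed in these tables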
# GoLoco inh red – RGS12 GoLoco-Gai1 interaction inhibition | P63096 | Gai1:RGS12 GoLoco peptide FP, rhodamine, 10 min | Potency, µM (doses to about 61.6 µM), inactives show at the highest dose activity, negative = inhibition, actives largely listed as inhibitors | actives 0.44% (n = 230,000) | AID 880; active means well fitted inhibition curve with a large enough effect, not every such curve was filed as active; inactive means no such curve, though single readings can be large or run the other way; further: nearly all actives have a fitted effect of over 30% in size; many of its hits are not listed in these tables
# Target sequence (P63096 whole entry, looked up): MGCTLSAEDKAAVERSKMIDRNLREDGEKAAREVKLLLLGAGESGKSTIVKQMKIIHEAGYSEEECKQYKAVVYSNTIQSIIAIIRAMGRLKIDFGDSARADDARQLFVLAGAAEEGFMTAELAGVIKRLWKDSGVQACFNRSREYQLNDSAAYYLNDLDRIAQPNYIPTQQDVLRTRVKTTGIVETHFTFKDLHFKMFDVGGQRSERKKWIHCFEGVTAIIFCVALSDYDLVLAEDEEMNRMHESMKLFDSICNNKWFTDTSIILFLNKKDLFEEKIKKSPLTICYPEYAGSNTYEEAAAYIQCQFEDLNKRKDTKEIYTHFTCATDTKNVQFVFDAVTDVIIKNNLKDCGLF
# Tau ThT inhib – inhibitors of human tau fibril formation, thioflavin T binding; P10636; recombinant tau K18 P301L (four-repeat tau fragment), heparin-induced fibrillization, ThT fluorescence; actives 2.1% (n = 270,000); Potency, µM (titrated, usually from 57.4 µM), without a hit: top-dose activity, negative = inhibition, actives largely listed as inhibitors; further: nearly all actives have a fitted effect of over 55% in size
#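 Heparin-induced fibrillization of the P301L-mutant K18 repeat-domain fragment of human tau was followed by ThT binding in quantitative high-throughput format.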
# Tau FP inhib – tau fibrillization inhibition (FP); K18 P301L tau heparin fibrillization, Alexa594 FP, 6 h; Potency, µM (series often up to 57.7 µM), for inactives: at the top dose activity, negative = inhibition, usual class: inhibitors; actives 0.39% (n = 280,000); AID 1468; further: nearly all actives have a fitted effect of over 55% in size
#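 Human tau K18 […] P301L fragment, 15 uM unlabeled plus 0.24 uM Alexa 594-labeled tau (final), with compound and 20 uM heparin in 100 mM sodium acetate pH 7; 6 hr at 37 C, then Alexa 594 FP read.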
# * hit, by the source's call; i = inactive; ? = inconclusive; / = not tested or not shown; [ ] = dose if it differs, or a comment. Unless noted, the call rests on the fitted dose curve; in most records, active means well fitted curve in the direction sought with a large enough effect; inconclusive means small, poorly fitted or top-dose-only effect, or another doubt; inactive means no such curve, though single readings can be large; an effect the other way counts as inactive or inconclusive. Unless noted, on the % scale 0 is the no-effect control and ±100 the full control effect; potency means the concentration at half of the fitted maximal effect. This is a subset; rates above refer to the full screens.
SMILES,TexasRed fluor,L3MBTL1 block,TRb-SRC2 inh,RECQ1 inh,JMJD2E inh,GoLoco inh red,Tau ThT inhib,Tau FP inhib
O=C1C2CC(O)CN2C(=O)N1c1ccccc1 (centres undefined),-2%,8%,0%,13%,5%,-3%,-4%,-4%
O=C(O)/C=C\C(=O)NCc1ccccc1,-3%,11%,0%,-4%,4%,3%,6%,4%
COc1ccc(CCNC(=O)C2CCCN(c3ncccn3)C2)cc1 (centres undefined),-1%,/,0%,i,4%,10%,0%,0%
CC1CC1C(=O)Nc1nc(-c2ccccn2)cs1 (centres undefined),-6%,/,-5%,4%,-18%,6%,?,-3%
Cc1ccc2c(c1)CC(C)N2S(=O)(=O)c1nnc(NC(=O)CC(C)C)s1 (centres undefined),1%,/,2%,/,/,/,?,3%
COC(=S)Nc1cccc(C(F)(F)F)c1,-1%,67%[activator],-4%,-5%,3%,-7%,-7%,2%
Cc1ccc(S(=O)(=O)ON=C2CCN(S(=O)(=O)c3ccccc3)CC2)cc1,1%,4%,9%,-7%,-1%,-1%,12%,6%
COc1ccc(S(=O)(=O)n2nc(OC(=O)c3cccs3)cc2NC(=O)c2cccs2)cc1,-2%,15%,-9%,-20%,-13%,9%,?,?
CCOC(=O)C1=C(c2ccccc2)c2ccccc2OC1C(=O)OCC (centres undefined),-1%,16%,2%,-5%[81.1 µM],/,16%[88.7 µM],-6%[81.4 µM],11%[81.3 µM]
CC1CC(C)(C)NC(=S)S1 (centres undefined),-7%,2%,-2%,-8%,0%,-14%,1%,3%
CN1CCN(C(=O)c2ccc(CN(c3ccccc3)S(=O)(=O)c3ccccc3)cc2)CC1,-1%[53 µM],2%,8%[53 µM],6%,-3%,11%,-3%,-3%
O=C(O)[C@H]1CC=C[C@H]2CCN(Cc3ccc(Cl)c(Cl)c3)C(=O)[C@@H]12,1%,-3%,-2%,-3%[81.1 µM],/,2%[88.7 µM],-9%[81.4 µM],-1%[81.3 µM]
CCOc1cc(N2CCOCC2)c(OCC)cc1NC(=O)CN1C(=O)C2C3C=CC(C3)C2C1=O (centres undefined),1%,4%,9%,2%,0%,9%,-4%,4%
Cc1ccccc1C(=O)c1cccn1CC(=O)NCc1ccco1,-4%,-6%,1%,-3%,2%,-1%,-9%,1%
CN1CCN(Cc2c(O)ccc3c2oc(=O)c2ccccc23)CC1,0%,/,-17%,14%,-8%,4%,-4%,2%
CCOc1cc2[nH]c(=O)n(Cc3ccccc3)c(=O)c2cc1OCC,-5%,0%,3%,i,?,5%,5%,1%
COc1ccc(N2C(=O)CSC23C(=O)N2CCCc4cccc3c42)cc1 (centres undefined),-3%,-5%,-3%,10%,-4%,6%,-3%,5%
O=C(N/N=C/c1cccn1-c1cccc(C(=O)O)c1)Nc1ccccc1,-4%,?,5%,25µM*,10%,7%,-12%,12%
COc1ccc(Nc2cc(Cl)nc(N)n2)cc1OC,-2%,/,7%,11%,-15%,2%,?,-4%
O=C(/C=C/c1cccc([N+](=O)[O-])c1)NC(=S)Nc1ccccc1C(=O)O,-3%,/,-7%,-5%,-4%,5%,18µM*,?

# Complete entries, looked up by structure.
# `O=C(O)/C=C\C(=O)NCc1ccccc1` in the list: TexasRed fluor = -3%; L3MBTL1 block = 11%; TRb-SRC2 inh = 0%; RECQ1 inh = -4%; JMJD2E inh = 4%; GoLoco inh red = 3%; Tau ThT inhib = 6%; Tau FP inhib = 4%
# `Cc1ccc2c(c1)CC(C)N2S(=O)(=O)c1nnc(NC(=O)CC(C)C)s1` (centres undefined) in the list: TexasRed fluor = 1%; L3MBTL1 block = /; TRb-SRC2 inh = 2%; RECQ1 inh = /; JMJD2E inh = /; GoLoco inh red = /; Tau ThT inhib = ?; Tau FP inhib = 3%
# `CCOc1cc(N2CCOCC2)c(OCC)cc1NC(=O)CN1C(=O)C2C3C=CC(C3)C2C1=O` (centres undefined) in the list: TexasRed fluor = 1%; L3MBTL1 block = 4%; TRb-SRC2 inh = 9%; RECQ1 inh = 2%; JMJD2E inh = 0%; GoLoco inh red = 9%; Tau ThT inhib = -4%; Tau FP inhib = 4%

# Further compounds follow.
SMILES,TexasRed fluor,L3MBTL1 block,TRb-SRC2 inh,RECQ1 inh,JMJD2E inh,GoLoco inh red,Tau ThT inhib,Tau FP inhib
Cc1ccc2cc(C(c3nnnn3C(C)(C)C)N3CCCC3)c(=O)[nH]c2c1C (centres undefined),-1%,-4%,-15%,3%,?,5%,?,?
CC(=O)Nc1cc(C(=O)c2ccccc2)ccc1N1CCOCC1,-1%,-1%,6%,2%,-2%,4%,-10%,9%
COc1ccc(-c2nc(SCc3cc(=O)c4cc(C)ccc4[nH]3)n[nH]2)cc1,0%,/,3%,/,/,/,?,-12%
COc1ccc(C)cc1S(=O)(=O)N(CC(=O)Nc1cc([N+](=O)[O-])ccc1C)c1ccc(C)c(C)c1,0%,-13%,2%,-9%,7%,5%,-4%,6%
NC(=O)CSc1nc2c(oc3ccccc32)c(=O)n1-c1ccccc1F,2%,/,-2%,/,/,/,7%,2%
COC(=O)c1cccc(OC(N)=O)c1,1%,4%,-1%,-4%,-11%,7%,-4%,0%
CCC1CCCCN1C(=O)CCn1ccnc1 (centres undefined),-4%,-7%,-6%,i,-7%,8%,-8%,3%
O=C1NC[C@H](c2ccccc2)N1,-3%,/,-5%,i,-27%,1%,2%,-7%
CCOC(=O)Cc1csc(NC(NC(=O)OCC)(C(F)(F)F)C(F)(F)F)n1,-3%,/,1%,i,-2%,-3%,-7%,1%
O=S(=O)(Nc1ccc(N2CCOCC2)cc1)c1ccc(F)cc1F,0%,2%,7%,-6%,-2%,0%,4%,9%
O=C(CCC1N=C2c3ccccc3N=C(SCc3ccc(Cl)cc3)N2C1=O)NCc1cccs1 (centres undefined),1%,/,4%,/,/,/,-12%,2%
Cc1ccc(-c2c3c(=O)n(C)c(=O)n(C)c3cn2-c2ccccc2O)cc1,-8%,34%[activator],-7%,i,?,7%,1%,0%
COC(=O)CCC(C)C1CCC2C3C(O)C[C@@H]4CC(O)CC[C@@]4(C)C3CC(O)[C@]12C (some centres undefined),-2%,/,1%,0%,-5%,5%,-16%,3%
Cc1ccc(NC2c3ncccc3C(=O)N2C2CCCCC2)cc1 (centres undefined),0%,-5%,-1%,15%,8%,4%,0%,0%
COC(=O)c1c[nH]n2c(=O)cc(CCl)nc12,-2%,-9%,-2%,6%,?,3%,?,-13%
CC1(C)CC(=O)C2=C(C1)OC(/N=C/N1CCOCC1)=C(C#N)C2c1ccccc1 (centres undefined),-4%,3%,-4%,-1%,-2%,1%,6%,5%
COc1ccc2c(C)cc(C)nc2n1,3%,12%,1%,-11%,1%,-1%[14.2 µM],-3%,-2%
Cc1cc2oc(=O)cc(-c3ccccc3)c2c(C)c1-c1ccc(CO)cc1,-32%,-7%,0%,i,/,25%[88.7 µM],-8%[81.4 µM],-12%[81.3 µM]
NC(=O)NC(=O)COC(=O)CN1C(=O)C2CCCCC2C1=O (centres undefined),-1%,6%,-17%,-3%,1%,5%,-1%,5%
O=C(CCc1ccccc1)C(=O)N1CCCC(C(=O)c2cccc(Cl)c2)C1 (centres undefined),-2%,39%[activator],4%,-9%,-4%,7%,-16%,3%
Cc1ccc(NC(=O)Cn2c(=O)n(Cc3nc(-c4ccccc4)no3)c(=O)c3ccccc32)cc1C,-2%,/,-13%,/,/,/,22%,?
O=C(CC1SCCNC1=O)Nc1ccc(F)c(Cl)c1 (centres undefined),3%,5%,5%,?,6%,9%,-6%,-2%
CN1CC(=O)Nc2ccc(F)cc2C1=O,1%,/,1%,1%,0%,-6%,3%,0%
COc1ccc(NC(=O)c2cn(CC(C)C)c(=O)c3cc(OC)c(OC)cc23)cc1Cl,-2%,/,7%,/,/,/,?,-9%
CNC(=S)/N=C/NOCc1ccc(Cl)cc1Cl,-4%,37%[activator],5%,-15%,8%,-5%,-1%,-13%
O=C(CCSc1ccc(F)cc1)Nc1ccc(-n2cnnn2)cc1,-1%,-4%,3%,-13%,-2%,-4%,-9%,-6%
COC(=O)/C=C1\OC(c2ccccc2)=CC1=O,1%,1%,2%,-1%,0%,7%,25µM*,-10%
O=C(Nc1ccccc1)Nc1ccccc1-n1ccnc1,-5%,-5%,-3%,i,-1%,-2%,-7%,6%
O=C(Cn1cncn1)N/N=C/c1c2ccccc2cc2ccccc12,-1%,-2%,-5%,2%,4%,13%,-8%,-7%
CC1(C)C([N+](=O)[O-])C(c2ccc(O)cc2)NC(c2ccc(O)cc2)C1[N+](=O)[O-] (centres undefined),1%,4%,2%,-4%,1%,-3%,2%,1%
COc1ccccc1N1CCN(C(=O)CN(c2ccc(C)c(C)c2)S(C)(=O)=O)CC1,0%,/,-5%,i,2%,-2%,-8%,2%
O=C(Nc1nnc(S(=O)(=O)N2CCOCC2)s1)c1ccc(F)cc1,-20%,3%,-5%,/,/,/,?,-4%
Cc1ccc(CCNC(=O)c2cc(-c3ccc(Cl)cc3)n[nH]2)cc1,1%,/,2%,/,/,/,5%,-12%
CCOc1ccc(CCNC(=O)CCc2nc3ccccc3[nH]2)cc1OCC,-2%,/,-10%,-8%,7%,-2%,-15%,-4%
Cc1ccc(NCN2C(=O)C3C4C=CC(C4)C3C2=O)cc1 (centres undefined),-1%,4%,-7%,i,8%,8%,-3%,-2%
CC1=NNC(=O)C1CC(=O)N/N=C/c1ccncc1 (centres undefined),-3%,5%,-3%,i,0%,1%,-11%,7%
CCC(CC)C(=O)OCC(=O)Nc1ccc(S(=O)(=O)N2CCOCC2)cc1OC,-7%,/,2%,-12%,-3%,-8%,-12%,-7%
CC(=O)c1nn(-c2ccc(Br)cc2)cc1C(=O)c1ccccc1,-10%,6%,2%,-18%,2%,-24%,-3%,-8%
COc1ccc(CCNC(=O)CCCn2c(=O)c3cccn3c3cccnc32)cc1OC,0%,/,0%,/,/,/,-7%,-9%
COc1ccc(/C=C/C(=O)Nc2cc(C)nn2-c2nc3ccccc3[nH]2)cc1,0%,-3%,-1%,-12%,?,0%,-10%,?
Cc1ccc(-n2ncc3c(=O)[nH]c(SCC(=O)N4CCOCC4)nc32)cc1,1%,3%,-10%,-7%,4%,12%,-7%,10%

# Assay outcomes as filed in PubChem.
